Screens (PubChem BioAssay)
HIV peptide binding – cell-free HIV fusion peptide-binding blockers – biochemical, uHTS, fluorescence dequenching, primary screen (AID 1986) | one-dose inhibition, % at 20 µM; IC50 in µM for titrated hits | cell-free peptide binding, fluorescence dequenching, 30 min; higher % means a stronger effect | hit rate 0.3% among 290,000; in the data active means inhibition mostly above about 52%, no sharp cut-off; inactive means mostly below about 76%; further: some results filed as inactive read as strong as hits
KOR beta-arrestin-1 – kappa opioid receptor blockers – cell-based, luminescence, uHTS (AID 1778). KOR beta-arrestin recruitment, luminescence, antagonist mode; higher % means a stronger effect. inhibition, % at 10 µM, or IC50 in µM where a hit was titrated. hit rate 0.091% among 290,000; in the data active means inhibition above about 50%; further: strong numbers were not always called active
KOR beta-arrestin-2 – KOR agonists, beta-arrestin recruitment, primary screen, cell-based, luminescence, uHTS (AID 1777). KOR beta-arrestin recruitment, luminescence; higher % means a stronger effect. hit rate 0.02% among 280,000. activation, % at 10 µM, or EC50 in µM where a hit was titrated; in the data active means activation above about 50%, passing the limit was not always enough; further: a part of the inactive calls stands beside numbers as strong as those of hits
GPR35 arrestin U2OS – inhibition of zaprinast-stimulated GPR35 beta-arrestin translocation – imaging, U2OS, beta-arrestin-GFP, zaprinast agonist, primary screen (AID 2058). inhibition, % at 10 µM, or IC50 in µM where a hit was titrated. U2OS GPR35 beta-arrestin-GFP translocation imaging, zaprinast antagonism; higher % means a stronger effect. hit rate 0.052% among 290,000;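 active means inhibition of at least 50% with at least 30 cells and total cytoplasm GFP at most 10,000,000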
GPR55 beta-arrestin – selective activators of receptor GPR55 – imaging, U2OS cells, beta-arrestin-GFP redistribution, primary screen (AID 1961). U2OS GPR55 beta-arrestin-GFP redistribution imaging; higher % means a stronger effect. activation, % at 10 µM, or EC50 in µM where a hit was titrated. hit rate 0.048% among 290,000;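 active means activation above 40% with more than 50 cells counted in the well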;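 further: U2OS osteosarcoma cells stably expressing GPR55 and beta-arrestin-GFP; plate controls were DMSO negative control for no effect and LPI positive control for full effect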
Dengue-2 NS5 capping – Dengue-2 NS5 methyltransferase inhibitors, primary screen, biochemical, confirmation dose response (AID 588689); Dengue-2 NS5 methyltransferase capping enzyme assay, biochemical; higher % means a stronger effect; hit rate 0.3% among 340,000; one-dose inhibition, % at 25 µM; IC50 in µM for titrated hits; in the data active means a potency from the dose series
GPR55 antagonists – GPR55 antagonists blocking LPI-driven arrestin recruitment, primary screen, imaging, U2OS, beta-arrestin-GFP, LPI agonist (AID 2013) | hit rate 0.13% among 290,000 | inhibition, % at 10 µM; hits with a dose series show IC50 in µM | U2OS GPR55 beta-arrestin-GFP translocation imaging, LPI antagonism; higher % means a stronger effect;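 active means spots per cell inhibited over 60%, with over 100 cells counted and total cytoplasm intensity under 500,000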;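 further: U2OS cells stably carrying GPR55 and arrestin-GFP stimulated by 5 µM LPI near EC80; imaged beta-arrestin-GFP aggregate spots per cell after agonist stimulation; plate controls were LPI-stimulated DMSO wells for no effect and DMSO wells without LPI for full effect; some results filed as inactive read as strong as hits; confirmed hits need IC50 under 10 µM and bright autofluorescent wells are also inconclusive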
West Nile virus CPE – West Nile virus antiviral activity, cell-based, CPE readout (AID 1621) | West Nile virus-infected cells, CPE inhibition; higher % means a stronger effect | hit rate 0.02% among 290,000 | one-dose CPE inhibition, % at 10 µM; IC50 in µM for titrated hits; in the data active means a potency from the dose series; further: strong numbers were not always called active
NOD1 inhibition – inhibition of NOD1-driven NF-kB reporter – cell-based, luminescence, uHTS, primary screen (AID 1578) | one-dose inhibition, % at 4 µM; EC50 in µM for titrated hits | NOD1-driven NF-kB luciferase reporter cells, luminescence; higher % means a stronger effect | hit rate 1% among 290,000; in the data active means inhibition mostly above about 36%, no sharp cut-off; inactive means mostly below about 34%;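 further: HEK-293T reporter cells stimulated with the NOD1 agonist gamma-tri-DAP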
Dengue-2 NS5 capping pilot replicate – further read-out of Dengue-2 NS5 capping, marked with its call; inhibition, %; measured here: pilot screen replicate inhibition
* hit, by the source's call; . = not tested or not shown; [ ] = dose if it differs, or a comment.

SMILES	HIV peptide binding	KOR beta-arrestin-1	KOR beta-arrestin-2	GPR35 arrestin U2OS	GPR55 beta-arrestin	Dengue-2 NS5 capping	GPR55 antagonists	West Nile virus CPE	NOD1 inhibition	others
Cc1cc(C)n2cc(CSc3nnnn3-c3ccccc3)nc2n1	2.4%	11%	-4.3%	0%	1.1%	-12%	1%	-0.8%	-11%
O=C(Nc1cc2c(oc1=O)CCCC2=O)c1ccccc1	2.6%	-9%	-1.3%	-2%	-0.2%	-2%	-2%	0.3%	-10%
CCOc1ccc(N2C(=O)CN=C2Nc2ccccc2F)cc1	0.6%	-4%	-0.3%	19%	0.0%	-2%	1%	0.0%	4%
O=C(Cc1ccc(-n2c(=O)c3ccccc3n(Cc3cccc([N+](=O)[O-])c3)c2=O)cc1)NCC1CCCO1 (centres undefined)	-0.4%	1%	-3.8%	15%	0.2%	.	-3%	-1.2%	5%
Cc1cc2nnc(SCCCCN3C(=O)c4ccccc4C3=O)n2c2ccccc12	0.0%	-5%	-0.2%	5%	-0.1%	.	21%	0.1%	12%
OC(CNC1CCCCCC1)COc1cccc2ccccc12 (centres undefined)	1.1%	-24%	-6.2%	-5%	-0.1%	1%	4%	-1.3%	-3%
CCC(C)(C)n1c(=O)[nH]c2c(c1=O)CCC2	-0.7%	-5%	-6.4%	-3%	0.3%	-1%	-10%	0.2%	-3%
Cc1ccc(C)n1-c1ncc(Br)cn1	0.4%	-3%	-1.0%	-4%	-0.2%	-11%	-7%	0.7%	-22%
O=C(/C=C/c1ccccc1)N1CCCN(C(=O)/C=C/c2ccccc2)CC1	0.2%	-11%	-3.3%	15%	0.3%	-12%	25%	-0.7%	15%	Dengue-2 NS5 capping pilot replicate=1.8
Cc1ccc(S(=O)(=O)NCC(=O)NCC(=O)NC(C)c2ccccc2Br)cc1C (centres undefined)	-0.4%	-62%	-2.7%	4%	0.1%	-5%	-2%	-0.7%	-22%
CCN(CC)S(=O)(=O)c1ccc(Cl)c(NC(C)=O)c1	2.0%	-27%[20 µM]	-1.8%	-3%	0.2%	-4%	10%	-0.1%	-9%
CC1CCC/C(=C\Nc2ccccc2C(=O)O)C1=O (centres undefined)	3.6%	-21%	2.4%	2%	0.2%	2%	13%	0.2%	-24%
N/C(=N\OC(=O)C12CC3CC(CC(C3)C1)C2)c1ccccn1	1.6%	31%	0.5%	3%	0.2%	-2%	14%	-0.9%	-18%
O=S(=O)(NCc1c(Cl)cccc1Oc1ccccc1)c1ccc(F)cc1	-0.2%	6%	16%	6%	0.0%	-3%	27%	-1.6%	-2%
CNc1nc(C)nc(-n2nc(C)cc2C)n1	-0.1%	17%	-1.9%	-21%	-0.1%	-3%	-1%	0.3%	-15%
Cc1ccccc1NC(=O)Cc1nnc(N)s1	0.3%	12%	-0.1%	3%	-0.2%	15%	4%	0.1%	2%
COc1ccccc1NC(=O)Nc1ccc2c(c1)CCC2	2.3%	-24%	6.4%	6%	0.3%	-6%	2%	-0.7%	-74%
COc1ccc(/C=C2\SC(N)=NC2=O)cc1Br	-0.3%	6%[20 µM]	.	-10%	-0.2%	-6%	-4%	0.2%	-17%
Cc1nc(N2CCC(C)CC2)c2nnn(Cc3ccccc3)c2n1	0.8%	-9%	9.1%	3%	-0.2%	3%	-8%	0.0%	16%
O=C(Nc1ccccc1F)c1cc(C(=O)Nc2ccccc2F)cc([N+](=O)[O-])c1	0.8%	7%	-5.2%	-3%	-0.2%	-6%	7%	-0.3%	-24%

The closing 2 compounds of the part above open the next one:
SMILES	HIV peptide binding	KOR beta-arrestin-1	KOR beta-arrestin-2	GPR35 arrestin U2OS	GPR55 beta-arrestin	Dengue-2 NS5 capping	GPR55 antagonists	West Nile virus CPE	NOD1 inhibition	others
Cc1nc(N2CCC(C)CC2)c2nnn(Cc3ccccc3)c2n1	0.8%	-9%	9.1%	3%	-0.2%	3%	-8%	0.0%	16%
O=C(Nc1ccccc1F)c1cc(C(=O)Nc2ccccc2F)cc([N+](=O)[O-])c1	0.8%	7%	-5.2%	-3%	-0.2%	-6%	7%	-0.3%	-24%
COc1cc(S(=O)(=O)N2CCOCC2)ccc1NC(=O)CN1c2cccc3cccc(c23)S1(=O)=O	4.6%	-4%	0.4%	6%	0.2%	-5%	1%	0.5%	-8%
CCN(CC)S(=O)(=O)c1ccc(Oc2ccccc2OC)cc1	0.5%	10%	7.2%	11%	0.3%	-6%	10%	-1.4%	0%
S=c1[nH]nc(NCCc2ccccc2)s1	4.0%	1%	1.4%	-1%	0.5%	-18%	1%	-0.1%	-38%
Cc1c(-c2ccccc2)sc(N)c1C(=O)N1CCOCC1	-0.5%	7%	-7.5%	-6%	0.0%	-3%	-1%	0.1%	13%
COc1ccc(CC2S/C(=N/N=C/c3ccc(O)cc3)NC2=O)cc1 (centres undefined)	0.3%	-22%	4.0%	-6%	-0.5%	-1%	0%	0.3%	-19%
C[C@H](NC(=O)c1nc[nH]c1C(=O)NCCCCCNC(=O)OC(C)(C)C)C(=O)OCc1ccccc1	0.3%	-26%	1.3%	-15%	0.1%	-3%	2%	-0.1%	-32%
CCOc1cccc(N2C(=O)CC(N3CCC(C(N)=O)(N4CCCCC4)CC3)C2=O)c1 (centres undefined)	-1.9%	22%	0.8%	-7%	-0.1%	2%	-8%	0.3%	-11%
CCC(=O)Nc1cccc(NC(C)=O)c1	1.6%	-60%	0.7%	7%	-0.1%	.	13%	.	-10%
CN(C(=O)COC(=O)c1ccc2ccccc2n1)C1CCS(=O)(=O)C1 (centres undefined)	-0.3%	-6%[20 µM]	1.5%	8%	-0.1%	-9%	-2%	-0.3%	-23%
C=CCn1c(C23CC4CC(CC(C4)C2)C3)n[nH]c1=S	0.7%	-32%[20 µM]	0.4%	5%	-0.1%	-3%	-10%	-0.7%	11%
COc1ccc(-n2ccnc2SCC(=O)Nc2ccc(OC)cc2OC)cc1	-1.3%	-20%	3.1%	-6%	-0.1%	-4%	1%	-0.4%	16%
COc1ccc(Oc2ccc(N/C=C/C(=O)C(C)(C)C)cc2)cc1	0.3%	-2%	-1.5%	12%	0.1%	-5%	2%	1.4%	-24%
Cc1cccnc1CN1CCN(Cc2nc(C(c3ccccc3)c3ccccc3)no2)CC1	1.3%	-42%	3.0%	9%	-0.1%	1%	-6%	-1.0%	-20%
CNC(=O)COC(=O)c1ccc(NS(=O)(=O)c2ccc3c(c2)OCCO3)cc1	0.1%	-2%	0.3%	0%	0.0%	-9%	17%	1.3%	-19%
COCCCNCCCCOc1ccc(OCc2ccccc2)cc1	2.4%	-63%[20 µM]	-9.4%	-1%	-0.1%	2%	22%	-1.2%	-42%
Cc1ccc2oc(C(=O)NCc3ccc(S(N)(=O)=O)cc3)cc(=O)c2c1	1.5%	-19%	2.5%	-7%	-0.1%	-7%	4%	-0.5%	-1%
O=C(NCCc1ccc(Cl)cc1Cl)c1cccnc1	0.3%	-5%	2.3%	4%	0.0%	-1%	20%	-1.0%	-28%
CCCCn1c(=O)nc2n(-c3ccc(C)cc3)c3ccccc3cc-2c1=O	-2.7%	-9%	16%	0%	1.2%	-1%	2%	-0.7%	-38%
Cc1c(CCC(=O)N[C@@H](CC(C)C)C(=O)O)c(=O)oc2c(C)c3oc4c(c3cc12)CCCC4	9.7%	5%	2.0%	-4%	-0.2%	3%	2%	-0.1%	-4%
CCOC(=O)Cn1c(=O)c2c(nc(N3CCCCC3)n2Cc2ccccc2)n(C)c1=O	-1.4%	12%	-5.7%	4%	0.3%	5%	-16%	-0.8%	22%
COc1ccccc1/C=C1/C(=O)N(c2cc(C)cc(C)c2)C(c2cccc([N+](=O)[O-])c2)S1(=O)=O (centres undefined)	-0.6%	7%	4.0%	-6%	0.2%	1%	12%	-0.6%	-8%
Oc1ccc(/C=N/NC(=S)Nc2cccnc2)cc1O	22%	-2%	0.8%	-11%	0.6%	6%	-6%	-0.5%	-24%
CCc1cccc(CC)c1NC(=O)COC(=O)CC1c2ccccc2CCN1S(=O)(=O)c1ccccc1 (centres undefined)	0.0%	34%	-3.8%	6%	0.1%	-2%	8%	-0.9%	-24%
COC(=O)CNC(c1ccccc1)c1cc(Br)ccc1N (centres undefined)	0.1%	24%	6.2%	-7%	-0.2%	3%	3%	0.1%	-8%
Cc1ccc(NC(=O)COC(=O)c2cc(Cl)cc(Cl)c2)c(Br)c1	-2.7%	22%	5.7%	-1%	0.0%	-12%	6%	-0.3%	-9%
Cc1ccc(S(=O)(=O)N2CCCC2)cc1C(=O)NCc1ccccn1	0.5%	9%	0.1%	0%	0.0%	-7%	12%	0.2%	-26%
O=C1C(=O)N(Cc2ccccc2)C(c2cccc(O)c2)/C1=C(\O)c1ccc2c(c1)OCCO2 (centres undefined)	6.2%	-11%	1.3%	21%	-0.2%	-8%	3%	1.4%	-38%
CCN(CC)S(=O)(=O)c1cccc(C(=O)Nc2sc3c(c2C(N)=O)CCCC3)c1	-1.6%	-20%	2.1%	8%	-0.1%	1%	0%	-0.1%	-6%
Cc1cc(/C(N)=N/OC(=O)Nc2ccc(Cl)cc2)no1	-0.1%	2%	0.2%	-8%	-0.3%	.	0%	0.5%	-14%
COc1ccc(Br)cc1C1CC(=O)N2CN(Cc3ccccc3)CSC2=C1C#N (centres undefined)	-1.3%	15%	-0.1%	11%	0.4%	13%	-2%	0.2%	1%
C=CCSc1nc(C)cc(C(=O)OCC)c1C#N	0.7%	-6%	4.1%	14%	-0.2%	2%	-17%	0.2%	-14%
O=C1c2ccccc2C(=O)N1Cc1nc2ccccc2c(=O)n1Cc1ccco1	-4.0%	13%	-0.6%	7%	-0.2%	.	-11%	0.7%	-3%
Cc1ccc(S(=O)(=O)N2CCOCC2)cc1C(=O)Nc1ccc(C(N)=O)cc1	-1.4%	10%	0.3%	5%	-0.2%	-9%	-6%	0.5%	-3%
Cc1cccc(NC(=O)CN2C(=O)CNC2=O)c1	-1.0%	-28%	-5.8%	3%	-0.1%	-6%	3%	.	1%
Cc1cc(N=Nc2ccccc2)c(NCC(O)C(O)C(O)CO)cc1C (centres undefined)	-6.1%	15%	-7.1%	-3%	-0.4%	8%	12%	0.2%	-16%
Cc1cc(OCCN2CCOCC2)ccc1[N+](=O)[O-]	2.8%	7%	4.6%	-19%	-0.1%	-5%	7%	-0.2%	-20%
Cc1ccc2c(c1)c(=O)c1c3n2CCN(C(=O)CCl)C3CC1 (centres undefined)	9.8%	-23%	3.5%	18%	-0.1%	>100µM*	3%	.	105%*
C=CCOc1ccccc1CNn1nnnc1N	-0.6%	-51%	3.8%	-6%	0.3%	-7%	-7%	0.2%	19%
S=C(Nc1ccc(Cl)c(Cl)c1)N1CCN(c2ccccn2)CC1	-0.3%	-16%[20 µM]	-3.4%	17%	-0.1%	7%	-18%	-0.4%	-8%

Some of the compounds tested; the hit share may differ from the screen's.
